IDE exosite inh = insulin-degrading enzyme (human) exo-site inhibition; 6.3% of 17,000 active; AID 1259349; purified IDE, FL-6b probe fluorescence polarization; hits give low values; P14735; z-score at 20 µM;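 active = z-score of -3 or lower, meaning strong loss of probe binding signal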;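 also: His-tagged human IDE residues 42-1019 made in E. coli with 30 nM FL-6b probe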
Target sequence (P14735 42-1019 limits assumed): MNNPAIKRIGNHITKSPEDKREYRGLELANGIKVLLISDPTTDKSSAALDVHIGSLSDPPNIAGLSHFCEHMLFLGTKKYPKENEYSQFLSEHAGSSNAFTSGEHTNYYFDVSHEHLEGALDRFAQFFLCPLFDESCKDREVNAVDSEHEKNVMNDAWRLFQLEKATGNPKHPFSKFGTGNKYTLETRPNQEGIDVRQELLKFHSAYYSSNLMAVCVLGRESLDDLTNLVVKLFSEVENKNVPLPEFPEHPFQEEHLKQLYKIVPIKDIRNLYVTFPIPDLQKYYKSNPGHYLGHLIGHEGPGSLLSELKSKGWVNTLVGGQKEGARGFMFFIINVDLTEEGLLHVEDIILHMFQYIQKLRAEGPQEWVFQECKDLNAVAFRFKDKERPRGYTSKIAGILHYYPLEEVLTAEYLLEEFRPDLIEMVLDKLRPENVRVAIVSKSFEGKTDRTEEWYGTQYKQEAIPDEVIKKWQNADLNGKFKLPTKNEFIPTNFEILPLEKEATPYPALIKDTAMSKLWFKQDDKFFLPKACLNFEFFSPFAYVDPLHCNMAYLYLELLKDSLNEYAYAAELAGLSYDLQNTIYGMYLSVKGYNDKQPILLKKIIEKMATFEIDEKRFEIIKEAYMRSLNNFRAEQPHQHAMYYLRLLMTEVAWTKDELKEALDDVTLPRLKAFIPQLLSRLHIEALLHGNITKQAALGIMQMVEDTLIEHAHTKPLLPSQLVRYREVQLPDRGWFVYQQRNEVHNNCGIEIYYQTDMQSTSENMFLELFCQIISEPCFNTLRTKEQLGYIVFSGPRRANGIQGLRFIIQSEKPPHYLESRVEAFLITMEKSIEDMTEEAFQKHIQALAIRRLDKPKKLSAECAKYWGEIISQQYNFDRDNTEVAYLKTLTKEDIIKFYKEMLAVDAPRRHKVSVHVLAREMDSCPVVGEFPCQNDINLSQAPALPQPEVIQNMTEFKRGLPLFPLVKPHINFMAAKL
Starred values were filed as active, the others as inactive; & = joins results of further samples.

SMILES	IDE exosite inh
CO[C@@H](CN(C)C(=O)C1CCOCC1)[C@H](C)CN([C@H](C)CO)S(=O)(=O)c1ccccc1	0.31
C[C@H]1CN([C@@H](C)CO)C(=O)Cc2cc(NC(=O)c3ccncc3)ccc2O[C@H]1CN(C)C(=O)Nc1ccc(F)cc1	1.8
O=C(Nc1cccc(F)c1)N1CCCCN2[C@H](CO)[C@H](c3ccc(-c4ccccc4F)cc3)[C@@H]2C1	0.46
CC(C)CC#Cc1ccc([C@@H]2[C@H]3CN(C(=O)NC(C)C)CC(=O)N3[C@H]2CO)cc1	-0.33
O=C(Nc1ccccc1F)N1CC(=O)N2[C@H](CO)[C@@H](c3ccc(-c4cccnc4)cc3)[C@@H]2C1	-1.6
COCC(=O)N(C)C[C@@H]1[C@@H](c2ccccc2)[C@H](CO)N1C(=O)NC(C)C	2.2
O=C(C[C@H]1CC[C@H]2[C@@H](COC[C@@H](O)CN2Cc2cc(F)ccc2F)O1)NCc1ccc(Oc2ccccc2)cc1	-1.5
C/C=C/c1ccc([C@H]2[C@@H](CO)N(c3nc(CC)cs3)[C@H]2CNC(C)C)cc1	1.3
CCC(=O)N1[C@H](CO)[C@H](c2ccc(C#CC(C)(C)O)cc2)[C@@H]1CN(C)C(C)=O	-1.1
C[C@@H]1CCCCO[C@@H](CN(C)S(=O)(=O)c2ccccc2)[C@H](C)CN([C@H](C)CO)C(=O)c2cc(NC(=O)Nc3ccc4c(c3)OCO4)ccc2O1	0.48
C[C@H]1CN([C@@H](C)CO)C(=O)c2ccccc2-c2ccccc2CO[C@H]1CN(C)Cc1cccc(C(=O)O)c1	1.1
O=C1CN(Cc2ccccc2)C[C@@H]2[C@H](c3ccc(-c4ccccc4)cc3)[C@@H](CO)N12	2.8
C[C@H](CO)N1C[C@H](C)[C@H](CN(C)C(=O)c2ccc3ccn(C)c3c2)OCc2cnnn2CCCC1=O	-0.64
C/C=C/c1ccccc1[C@H]1[C@@H](C#N)N(c2ncc(CC)s2)[C@@H]1CO	-0.34
O=C(c1cccnc1)N1CC(=O)N2[C@H](C1)[C@H](c1ccc(-c3ccccc3F)cc1)[C@@H]2CO	-1.3
Cc1ccc(-c2ccc([C@H]3[C@@H](CO)N4CCCCN(Cc5cncnc5)C[C@H]34)cc2)cc1	-0.17
C[C@H]1CN([C@@H](C)CO)C(=O)CCCn2nncc2CO[C@H]1CN(C)S(=O)(=O)c1cn(C)cn1	-0.9
CC(C)(C)[S@@](=O)N1Cc2cc(C(=O)NCc3ccccn3)nc(-c3cccc(-c4ccccc4F)c3)c2[C@H]1CCO	0.71
C[C@@H]1CN([C@@H](C)CO)C(=O)Cc2cc(NC(=O)c3ccncc3)ccc2O[C@H]1CN(C)C(=O)Nc1ccc(F)cc1	0.079
COc1ccc2c3c(n(C)c2c1)[C@H](CO)N(C)CC31CN(C(=O)C2CCC2)C1	0.68
O=C(C1CCOCC1)N1CC2(C1)[C@H](c1ccccc1)[C@H](CO)N2C(=O)CC1CC1	1.7
COCC(=O)NC[C@@H]1[C@H](c2ccc(-c3ccccc3)cc2)[C@@H](CO)N1C(C)=O	-0.56
C[C@@H]1CCn2cc(nn2)COC[C@@H](Cc2ccccc2)NC1=O	0.082
CCCNC(=O)N[C@H]1C=C[C@H](CC(=O)N2CCN(C)CC2)O[C@@H]1CO	0.25
Cc1noc(C)c1NC(=O)Nc1ccc2c(c1)C(=O)N([C@@H](C)CO)C[C@@H](C)[C@@H](CN(C)S(=O)(=O)c1cccs1)OCCCC[C@H](C)O2	1.7
N#Cc1cccc(-c2ccc(C3[C@@H]4CN(Cc5cocn5)C[C@H]3N4)cc2)c1 (some centres undefined)	1.3
C/C=C/c1ccc([C@@H]2[C@@H](CNC(=O)CC3CC3)N(C(C)=O)[C@H]2CO)cc1	4.4
CC(=O)N1CCCCN2[C@@H](CO)[C@@H](c3ccc(C#Cc4ccccc4F)cc3)[C@@H]2C1	-2.9
C[C@H]1CN([C@@H](C)CO)S(=O)(=O)c2ccc(-c3ccc(F)cc3)cc2O[C@H]1CN(C)Cc1ccccc1C(=O)O	-0.78
Cc1ccccc1S(=O)(=O)N1C[C@@H]2N[C@H](C1)C2c1ccc(-c2ccc(C#N)cc2)cc1 (some centres undefined)	1.9&2.1
N#Cc1cccc(-c2ccc([C@H]3[C@@H](CO)N4CCCCN(C(=O)Nc5cccc(F)c5)C[C@H]34)cc2)c1	4.5
O=C(C[C@@H]1C[C@@H]2c3cc(NC(=O)c4ccc5c(c4)OCO5)ccc3O[C@@H]2[C@H](CO)O1)NCc1ccc(Oc2ccccc2)cc1	0.39
CCCC(=O)Nc1ccc2c(c1)C(=O)N(C)C[C@H](OC)[C@@H](C)CN(Cc1ccc(F)cc1)[C@H](C)CO2	0.18
COc1ccc2c3c(n(C)c2c1)[C@@H](CO)N(S(C)(=O)=O)CC31CCN(C(=O)c2ccccn2)CC1	0.68
COc1ccc(S(=O)(=O)Nc2ccc3c(c2)C(=O)N([C@H](C)CO)C[C@@H](C)[C@@H](CN(C)Cc2ccc(C(F)(F)F)cc2)OCCCC[C@H](C)O3)cc1	1.4
OC[C@H]1[C@H](c2ccc(-c3ccccc3F)cc2)[C@@H]2CN(Cc3cncnc3)CCCCN12	2.2
CN(C)CC#Cc1ccc([C@@H]2[C@@H](CO)N3CCCCN(C(=O)Nc4cc(F)ccc4F)C[C@H]23)cc1	2.2
C[C@@H]1CCCCO[C@H](CN(C)C(=O)CCCN(C)C)[C@H](C)CN([C@@H](C)CO)C(=O)c2cc(NC(=O)Nc3ccc4c(c3)OCO4)ccc2O1	0.74
CCN(C[C@H]1N[C@@H](CO)[C@@H]1c1ccc(-c2ccc(F)cc2)cc1)C(=O)COC	4.4
CCS(=O)(=O)N1CC(=O)N2[C@@H](CO)[C@H](c3ccc(C#CC4CC4)cc3)[C@@H]2C1	4.4
COc1ccc2c3c(n(C)c2c1)[C@@H](CO)N(C(=O)Nc1cccc(F)c1)CC31CN(Cc2nccs2)C1	0.78
COCC(=O)N1CC2(C1)CN(C(=O)NC1CCCC1)[C@@H](CO)c1c2c2ccc(OC)cc2n1C	1.3
C[C@H](CO)N1C[C@H](C)[C@H](CN(C)C(=O)Nc2ccc3c(c2)OCO3)OCc2ccccc2-c2c(n(C)c3ccccc23)C1=O	0.17
CO[C@H]1CN(C)C(=O)c2ccc(NS(C)(=O)=O)cc2OC[C@@H](C)N(C(=O)CN(C)C)C[C@@H]1C	0.99
O=C(C[C@@H]1CC[C@H]2[C@@H](COC[C@@H](O)CN2S(=O)(=O)c2ccc(F)cc2)O1)NCCN1CCCCC1	-0.92
O=C(Nc1ccccc1)N1CCCCN2[C@H](C1)[C@@H](c1ccc(Br)cc1)[C@@H]2CO	-0.085
COCC#Cc1ccc([C@H]2[C@H](CO)N3CCCCN(S(=O)(=O)c4ccc(OC)cc4)C[C@@H]23)cc1	3.7
C[C@@H]1CCCCO[C@H](CN(C)C(=O)c2ccncc2)[C@@H](C)CN([C@H](C)CO)C(=O)c2cc(NS(=O)(=O)c3cccs3)ccc2O1	1.8
COc1ccc2c3c(n(C)c2c1)[C@@H](CO)N(Cc1ccccc1)CC31CN(S(=O)(=O)c2ccc(C)cc2)C1	-1.6
Cc1ccc(S(=O)(=O)Nc2cccc3c2O[C@H](CN(C)C(=O)Nc2ccc(C(F)(F)F)cc2)[C@@H](C)CN([C@@H](C)CO)C3=O)cc1	-0.28

Six entries out of the list above, ordered by the value under IDE exosite inh, smallest number first.
SMILES	IDE exosite inh
COc1ccc2c3c(n(C)c2c1)[C@@H](CO)N(Cc1ccccc1)CC31CN(S(=O)(=O)c2ccc(C)cc2)C1	-1.6
O=C(C[C@@H]1CC[C@H]2[C@@H](COC[C@@H](O)CN2S(=O)(=O)c2ccc(F)cc2)O1)NCCN1CCCCC1	-0.92
Cc1ccc(S(=O)(=O)Nc2cccc3c2O[C@H](CN(C)C(=O)Nc2ccc(C(F)(F)F)cc2)[C@@H](C)CN([C@@H](C)CO)C3=O)cc1	-0.28
O=C(Nc1ccccc1)N1CCCCN2[C@H](C1)[C@@H](c1ccc(Br)cc1)[C@@H]2CO	-0.085
COc1ccc2c3c(n(C)c2c1)[C@@H](CO)N(C(=O)Nc1cccc(F)c1)CC31CN(Cc2nccs2)C1	0.78
COCC#Cc1ccc([C@H]2[C@H](CO)N3CCCCN(S(=O)(=O)c4ccc(OC)cc4)C[C@@H]23)cc1	3.7

Going on with the list:
SMILES	IDE exosite inh
Cc1ccc(-c2ccc([C@H]3[C@@H](CO)N4C(=O)CN(C(=O)c5cccnc5)C[C@@H]34)cc2)cc1	-1.7
CN(C)C(=O)[C@@H]1[C@@H](CO)[C@@H]2Cn3c(ccc(C4=CCCC4)c3=O)[C@H]1N2S(=O)(=O)c1cn(C)cn1	-0.19
C[C@H]1CN([C@@H](C)CO)C(=O)Cc2cc(NC(=O)Nc3ccc(F)cc3)ccc2O[C@H]1CN(C)S(C)(=O)=O	0.97
N#C[C@H]1[C@H](c2ccccc2C2=CCCCC2)[C@@H](CO)N1C(=O)CN1CCOCC1	-0.14
N#C[C@@H]1[C@H](c2ccc(-c3ccccc3F)cc2)[C@H](CO)N1C(=O)C1CC1	0.71
CCCNC(=O)N1CC(=O)N2[C@@H](CO)[C@H](c3ccc(-c4ccc(F)cc4)cc3)[C@@H]2C1	-2.7
CN(C)CC(=O)N1CCCCN2[C@H](CO)[C@@H](c3ccc(-c4cccnc4)cc3)[C@@H]2C1	1.9
C[C@@H]1CCn2cc(nn2)COC[C@H](c2ccccc2)NC1=O	-0.21
CNC[C@@H]1OCCCC[C@H](C)Oc2ccc(NC(=O)Nc3ccc(OC)cc3)cc2C(=O)N([C@@H](C)CO)C[C@H]1C	0.46
CCc1nc(N2[C@H](CO)[C@@H](c3ccccc3-c3ccc(F)cc3)[C@@H]2C#N)sc1C	-0.48

Looked up above:
IDE exosite inh, `N#C[C@@H]1[C@H](c2ccc(-c3ccccc3F)cc2)[C@H](CO)N1C(=O)C1CC1` = 0.71
IDE exosite inh, `CCc1nc(N2[C@H](CO)[C@@H](c3ccccc3-c3ccc(F)cc3)[C@@H]2C#N)sc1C` = -0.48

More entries follow.
SMILES	IDE exosite inh
CCc1csc(N2[C@H](CO)[C@@H](c3ccc(C4=CCCC4)cc3)[C@@H]2C#N)n1	3
Cc1ccc(-c2ccc([C@@H]3[C@@H](CO)N4C(=O)CN(C(=O)Cc5ccccn5)C[C@H]34)cc2)cc1	-1.2
C[C@@H](O)C#Cc1ccc([C@H]2[C@H]3CN(CC4CC4)CCCCN3[C@H]2CO)cc1	-1
CCc1cnc(N2[C@H](CO)[C@H](c3ccc(C#CCC4CCCC4)cc3)[C@@H]2C#N)s1	3
COCC(=O)N1CC2(CN(Cc3ccccc3)C2)c2c(n(C)c3cc(OC)ccc23)[C@@H]1CO	-1.1
CC(C)c1cccc(NC(=O)C[C@H]2CC[C@H]3[C@@H](COc4ccc(NC(=O)c5cnccn5)cc4C(=O)N3C)O2)c1	-0.24
COc1ccc2c3c(n(C)c2c1)[C@H](CO)N(C(=O)CN1CCOCC1)CC31CCN(C(=O)Nc2cccc(F)c2)CC1	0.14
CN1C(=O)c2cc(NS(C)(=O)=O)ccc2OC[C@@H]2O[C@H](CC(=O)N3CCOCC3)CC[C@@H]21	-1.5
N#C[C@H]1[C@H](c2ccc(-c3cncnc3)cc2)[C@@H](CO)N1C(=O)C1CCC1	3.1
CNC[C@H]1Oc2cc(C#Cc3ccccc3OC)ccc2S(=O)(=O)N([C@@H](C)CO)C[C@@H]1C	-1.5
C[C@@H]1CN([C@H](C)CO)C(=O)CCCn2nncc2CO[C@@H]1CN(C)Cc1cccc(C(F)(F)F)c1	0.26
O=S(=O)(c1ccccc1)N1C[C@@H]2[C@H](c3ccccc31)[C@H](CO)N2Cc1ccccn1	2.2
CN(C)C(=O)C[C@H]1C=C[C@H](NC(=O)c2ccc(F)cc2)[C@H](CO)O1	2
CCc1cnc(N2[C@H](CO)[C@@H](c3ccc(C#CC(C)C)cc3)[C@@H]2C#N)s1	1.8
CN(C)CC#Cc1ccc([C@@H]2[C@@H](CO)N3C(=O)CN(C(=O)c4cccc(F)c4)C[C@@H]23)cc1	0.49
O=C(NC1CCCC1)N1CC(=O)N2[C@H](C1)[C@H](c1ccc(-c3ccc(F)cc3)cc1)[C@@H]2CO	2.1
CN1C(=O)c2cc(NC(=O)NCc3ccccc3)ccc2OC[C@H]2O[C@@H](CC(=O)NCC3CCCCC3)CC[C@@H]21	0.48
CC(C)C#Cc1ccc([C@H]2[C@@H](C#N)N(C(=O)CN(C)C)[C@@H]2CO)cc1	2.4
COc1ccccc1-c1ccc([C@H]2[C@@H](CO)N3CCCCN(C(=O)c4cccnc4)C[C@H]23)cc1	-13*
COc1ccc2c3c(n(C)c2c1)[C@@H](CO)N(C(=O)Nc1ccc(F)cc1)CC31CN(C(=O)CN2CCOCC2)C1	0.064

Compounds listed so far containing a COOH group, in the order listed:
SMILES	IDE exosite inh
C[C@H]1CN([C@@H](C)CO)C(=O)c2ccccc2-c2ccccc2CO[C@H]1CN(C)Cc1cccc(C(=O)O)c1	1.1
C[C@H]1CN([C@@H](C)CO)S(=O)(=O)c2ccc(-c3ccc(F)cc3)cc2O[C@H]1CN(C)Cc1ccccc1C(=O)O	-0.78

Additional compounds follow.
SMILES	IDE exosite inh
N#C[C@H]1[C@@H](c2ccc(-c3ccccc3F)cc2)[C@@H](CO)N1C(=O)C1CC1	1.9
C[C@H](CO)N1C[C@H](C)[C@H](CN(C)C(=O)c2ccccc2)Oc2cc(-c3cccc(C#N)c3)ccc2S1(=O)=O	-2
Cc1cccc(-c2ccc([C@@H]3[C@@H](CO)N4C(=O)CN(C(=O)c5cccnc5)C[C@H]34)cc2)c1	-4.2*
C[C@H]1CN([C@@H](C)CO)C(=O)c2ccccc2-c2ccccc2CO[C@H]1CN(C)S(=O)(=O)c1cn(C)cn1	-1.1
OC[C@@H]1[C@@H](c2ccc(C#CC3(O)CCCC3)cc2)[C@H]2CN(Cc3cncnc3)CCCCN12	-0.38
N#C[C@H]1[C@H](c2ccc(C#CC3CCCCC3)cc2)[C@@H](CO)N1C(=O)c1cccc(F)c1	1.8
OC[C@@H]1[C@H](c2ccc(-c3ccccc3)cc2)[C@H]2CN(Cc3cncnc3)CCCCN12	0.12

High-throughput results: PubChem BioAssay, Broad Institute

A portion of the library, so the mix of outcomes need not match the whole.
